RORgamma inh – inhibitors of mouse ROR gamma transcriptional activity | actives 5.4% (n = 310,000) | Drosophila S2 Gal4-RORgamma UAS-luciferase reporter, 20 h | Potency, µM (doses to about 53.6 µM), for inactives: at the top dose activity change, negative = inhibition, hits mostly inhibitors | AID 2551; note: potency is the fitted concentration of half-maximal effect; % is set by controls: 0 for no effect and ±100 for the full control effect; nearly all actives have a fitted effect of over 60% in size
Target sequence (P51450 whole entry, looked up, the tested form may be a part): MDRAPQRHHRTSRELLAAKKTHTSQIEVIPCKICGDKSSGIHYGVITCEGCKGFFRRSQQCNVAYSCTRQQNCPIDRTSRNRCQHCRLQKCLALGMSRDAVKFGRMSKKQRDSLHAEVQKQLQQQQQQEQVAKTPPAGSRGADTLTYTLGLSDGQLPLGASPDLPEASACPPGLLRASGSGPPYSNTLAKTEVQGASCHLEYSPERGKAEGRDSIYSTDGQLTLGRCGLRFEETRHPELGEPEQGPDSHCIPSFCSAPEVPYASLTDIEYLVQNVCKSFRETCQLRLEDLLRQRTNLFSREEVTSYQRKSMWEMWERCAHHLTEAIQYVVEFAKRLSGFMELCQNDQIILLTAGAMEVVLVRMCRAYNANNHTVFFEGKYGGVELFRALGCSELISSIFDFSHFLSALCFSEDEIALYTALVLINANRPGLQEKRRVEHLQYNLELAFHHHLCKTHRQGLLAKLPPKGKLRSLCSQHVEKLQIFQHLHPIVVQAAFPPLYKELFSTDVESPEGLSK
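Read-out: Photinus luciferase luminescence; inhibitors lower reporter signal. Insect Schneider cells with Gal4-ROR gamma fusion under metallothionein promoter, UAS reporter; 700 uM final copper sulfate induction, 20 hr, ambient temperature.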
Menin MLL FP TR – menin-MLL binding inhibition, Texas Red mutant peptide; O00255; Menin + Texas Red MLL mutant peptide, fluorescence polarization; Potency, µM (series often up to 61.6 µM), for inactives: top-dose FP activity change, negative = inhibition, hits mostly inhibitors; actives 0.23% (n = 270,000); AID 1768; active = well fitted inhibition curve with a large enough effect in the polarisation, with a control signal flat, not every such curve was filed as active; inconclusive = small, poorly fitted or top-dose-only effect, or effect the other way, or a change in a side signal; inactive = no such curve, though single readings can be large or run the other way; the % refers to the polarisation; note: potency is the fitted concentration of half-maximal effect; % of control where 0% means no effect; many of its hits are not listed in these tables
VP16 counter – Gal4-VP16 reporter inhibition counter-screen | AID 2546 | actives 3.5% (n = 310,000) | Potency, µM (series often up to 53.6 µM), without a hit: at the highest dose activity, negative = inhibition, most hits filed as inhibitors | Drosophila S2 Gal4-VP16 UAS-luciferase, luminescence, 20 h;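 note: Gal4-VP16 expression switched on by copper sulfate through the metallothionein promoter; potency is the fitted concentration of half-maximal effect; % is set by controls: 0 for no effect and ±100 for the full control effect; nearly all actives have a fitted effect of over 50% in size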
Mito fusion act – inhibitors of mitochondrial division or activators of mitochondrial fusion; Potency, µM (doses to about 46.1 µM), inactives show top-dose growth rescue (activation), usual class: activators; actives 0.23% (n = 320,000); S. cerevisiae fusion-defective mutant growth rescue, CellTiterGlo 48 h;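 note: potency is the fitted concentration of half-maximal effect; % of control where 0% means no effect; nearly all actives have a fitted effect of over 45% in size; temperature-sensitive fusion mutants such as fzo1-1 at 37 °C on non-fermentable ethanol glycerol medium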
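S. cerevisiae fusion-defective temperature-sensitive mutants (e.g. fzo1-1, mgm1-5) grown 48 h at 37C in YPEG (ethanol/glycerol non-fermentable) medium with 23 nl compound per well; growth rescue read as CellTiterGlo luminescence.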
NPC1 prom act – activators of NPC1 promoter | AID 485313 | Huh7 NPC1 promoter luciferase reporter, 24 h | actives 2.4% (n = 320,000) | Potency, µM (titrated, usually from 9.22 µM), for the others: at the top dose activation, hits mostly activators;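 note: potency is the fitted concentration of half-maximal effect; % of control where 0% means no effect; nearly all actives have a fitted effect of over 60% in size; reporter is driven by a mutant NPC1 promoter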
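Luciferase expression driven by the NPC1 promoter was measured in stably transfected Huh7 cells after a 24 h compound incubation, using a luciferase reagent and a luminescence read.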
FLuc counter – inhibits or activates purified firefly luciferase, miR-21 counter-screen. actives 6.9% (n = 360,000). P08659. AID 588342. purified FLuc, Km substrates, luminescence inhibition. Potency, µM (top dose mostly 57.5 µM), inactives show top-dose activity change, negative = inhibition, most hits filed as inhibitors;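 note: potency is the fitted concentration of half-maximal effect; plate controls were vehicle for no effect and reference inhibitor for full effect; nearly all actives have a fitted effect of over 55% in size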
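Biochemical qHTS of compounds, final roughly 60 µM downward over six points, against 10 nM purified firefly luciferase using Km concentrations of substrates (10 uM D-luciferin, 10 uM ATP) in Tris acetate pH 7.5 buffer; luminescence output.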
ELG1 repair inh – inhibitors of ELG1-dependent DNA repair in HEK293T cells | HEK293T ELG1-luciferase reporter, luminescence, 16 h; DNA damage induced by 5-fluorouridine | Potency, µM (doses to about 46.1 µM), without a hit: top-dose activity change, negative = inhibition, usual class: inhibitors | actives 2.3% (n = 330,000); note: potency is the fitted concentration of half-maximal effect; % is set by controls: 0 for no effect and ±100 for the full control effect; nearly all actives have a fitted effect of over 55% in size
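Step one: seed 2,000 cells per well. Step two: pin-transfer compound or DMSO alongside 5-fluorouridine. Step three: incubate 16 hr, 37 °C, 5% CO2. Step four: add ONE-Glo, wait 30 min, read luminescence.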
MBNL1 CUG block – blocks human MBNL1 binding to CUG repeat RNA. Q9NR56. Potency, µM (titrated, usually from 57.5 µM), for the others: at the top dose activity change, negative = inhibition, actives largely listed as inhibitors. actives 0.036% (n = 280,000). TR-FRET MBNL1-His/biotin-(CUG)12 binding, 665/545 ratio; active = well fitted inhibition curve with a large enough effect in the signal ratio, with a control signal flat, not every such curve was filed as active; inconclusive = small, poorly fitted or top-dose-only effect, or effect the other way, or a change in a side signal; inactive = no such curve, though single readings can be large or run the other way; the % refers to the signal ratio; note: potency is the fitted concentration of half-maximal effect; % is set by controls: 0 for no effect and ±100 for the full control effect
Target sequence (Q9NR56 whole entry, looked up): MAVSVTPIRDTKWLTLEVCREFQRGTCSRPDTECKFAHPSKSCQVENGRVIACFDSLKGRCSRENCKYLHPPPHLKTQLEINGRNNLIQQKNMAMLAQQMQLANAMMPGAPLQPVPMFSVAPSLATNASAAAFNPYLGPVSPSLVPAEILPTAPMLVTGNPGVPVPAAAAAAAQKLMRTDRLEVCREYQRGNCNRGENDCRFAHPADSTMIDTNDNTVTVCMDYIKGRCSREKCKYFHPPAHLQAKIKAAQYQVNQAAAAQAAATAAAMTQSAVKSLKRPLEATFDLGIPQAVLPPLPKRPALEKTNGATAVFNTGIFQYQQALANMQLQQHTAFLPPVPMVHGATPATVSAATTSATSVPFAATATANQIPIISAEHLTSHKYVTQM
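MBNL1-His + Biotin-(CUG)12, cpd titration 92 nM–58 uM; Tb anti-His Ab 0.055 ng/ul, SA-XL665 5 nM (final); 60 min RT; ratiometric 665/545 nm, Ex 340 nm; normalized to buffer and full-complex controls.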
KCNH2 3.1 inh – KCNH2 3.1 (human) potassium channel inhibition; U2OS KCNH2 3.1, thallium flux FluxOr; stronger effect = lower value; activity change, % (tested at about 1.8 µM); actives 0.95% (n = 340,000); AID 720553;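 active = maximum activity change below -70%; inconclusive = maximum activity change from -70% to -50%; inactive = maximum activity change above -50%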;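 note: thallium influx rate constant from kinetic fluorescence after stimulation buffer; % is set by controls: 0 for no effect and ±100 for the full control effect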
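Measured as rate of thallium-driven FluxOr signal in transduced U2OS cells carrying the 3.1 channel, read kinetically for 2 min upon stimulation; values are rate constants scaled to DMSO control wells.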
PKM2 act – PKM2 (human) enzyme activation; purified PKM2, Kinase-Glo ATP luminescence, activation; response scale: 0% is enzyme alone, no compound; Potency, µM (top dose mostly 57.5 µM), without a hit: at the highest dose activation, hits mostly activators; AID 1631; actives 0.34% (n = 260,000); P14618; note: potency is the fitted concentration of half-maximal effect; % is set by controls: 0 for no effect and ±100 for the full control effect; nearly all actives have a fitted effect of over 55% in size
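Kinase-Glo luminescence reports ATP generated from ADP (0.1 mM) and PEP (0.5 mM) by purified hPK-M2 after 1 h at room temperature, pH 7.2 imidazole buffer; intermediate enzyme activity allows detecting inhibitors and activators.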
Rab9 prom act – Rab9 promoter activation | Huh7 Rab9 promoter-luciferase reporter, luminescence, 24 h | actives 2.8% (n = 320,000) | Potency, µM (top dose mostly 9.22 µM), for the others: at the top dose activation, negative = inhibition, usual class: activators | AID 485297; note: potency is the fitted concentration of half-maximal effect; % of control where 0% means no effect; nearly all actives have a fitted effect of over 60% in size
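Rab9 promoter-driven luciferase in stably transfected Huh7 cells; 1500 cells/well rested 2 h, exposed to compound in DMSO for 24 h at 37 °C, 5% CO2. Luminescence read 10 min after adding luciferase reagent at ambient temperature.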
Numbers without * were called inactive; ? = inconclusive; . = not tested or not shown; [ ] = dose if it differs, or a comment. Unless noted, calls come from the whole dose curve; as a rule, active = well fitted curve in the direction sought with a large enough effect; inconclusive = small, poorly fitted or top-dose-only effect, or another doubt; inactive = no such curve, though single readings can be large; an effect the other way counts as inactive or inconclusive. Some of the compounds tested. The share of hits here may be higher or lower than overall.

Start of the data: the first two records, ahead of the listing:
SMILES | RORgamma inh | Menin MLL FP TR | VP16 counter | Mito fusion act | NPC1 prom act | FLuc counter | ELG1 repair inh | MBNL1 CUG block | KCNH2 3.1 inh | PKM2 act | Rab9 prom act
Cc1ccc(CS(=O)Cc2ccc(C(=O)N3CCN(c4ccccc4)CC3)o2)cc1 (stereo unspecified) | 17% | -17% | -2% | 8% | -3% | 3% | ? | -5% | -3 | . | 0%
NNC(=O)c1ccc2[nH]c3c(c2c1)CCCC3 | -18% | -3% | -1% | 22% | -2% | ? | -22% | -9% | -14 | 6% | -3%

Main list, repeating the preview:
SMILES | RORgamma inh | Menin MLL FP TR | VP16 counter | Mito fusion act | NPC1 prom act | FLuc counter | ELG1 repair inh | MBNL1 CUG block | KCNH2 3.1 inh | PKM2 act | Rab9 prom act
Cc1ccc(CS(=O)Cc2ccc(C(=O)N3CCN(c4ccccc4)CC3)o2)cc1 (stereo unspecified) | 17% | -17% | -2% | 8% | -3% | 3% | ? | -5% | -3 | . | 0%
NNC(=O)c1ccc2[nH]c3c(c2c1)CCCC3 | -18% | -3% | -1% | 22% | -2% | ? | -22% | -9% | -14 | 6% | -3%
Cc1cccc(N2C(=O)CC(Sc3nc(C)c4c(n3)CCCC4)C2=O)c1 (stereo unspecified) | 13% | -14% | 4% | 2% | -2% | 1% | 0% | 15% | 8 | -3% | -1%
C/C(=N\O)C1CCCCC1 | -3% | . | -13% | 0% | -8% | -1% | -24% | -7% | . | 0% | 2%
CCCc1nc(-c2cc3ccc(C)cc3[nH]c2=O)no1 | 57% | 9% | 21% | 5% | 1% | ? | ? | ? | 16 | -24% | 0%
COc1ccc(/C=C/C(=O)N2CCN(c3ccccn3)CC2)cc1 | -16% | . | -12% | -1% | 3% | ? | ? | 17% | -5 | . | -1%
COC(=O)CSCC(=O)Nc1nnc(-c2cccc(C)c2)s1 | 13µM* | -8% | -29% | -3% | 0% | ? | 9% | 68%[activator] | 2 | -2% | -5%
Cc1cc(-c2ccccc2)nc(N2CCC(C(=O)NCc3ccccc3Cl)CC2)n1 | ? | -19% | -6% | -3% | 22% | -15% | ? | 4% | . | 9% | 14%
CC(=O)OCCCN1C(=O)c2cccc3cc(Br)cc(c23)C1=O | 20% | -22% | -8% | 2% | -4% | 4% | -3% | ? | . | 2% | -1%
CC1CC(=O)N(CC(=O)NCc2ccccc2)c2ccccc2S1(=O)=O (stereo unspecified) | -3% | 8% | -4% | 5% | -11% | 1% | 16% | -3% | -13 | . | -7%
COc1ccc(OCC2c3cc(OC)c(OC)cc3CCN2C(=O)C(C)C)cc1 (stereo unspecified) | 14% | -16% | 2% | 11% | -12% | -5% | ? | -8% | 15 | -3% | -4%
CN(/N=C\c1ccc(O)c(O)c1)c1nc(-c2ccccc2)cc(-c2ccccc2)n1 | 2.5µM* | ? | 3.2µM* | 5% | -11% | -14% | 13µM* | -8% | -15 | -5% | -15%
CCN1C(=O)NC(c2ccc(Cl)cc2)C2=C1CCCC2=O (stereo unspecified) | -2% | -8% | 1% | -21% | -1% | 0% | -13% | 1% | -4 | . | -1%
CC(NC1c2ccccc2-c2ccccc21)c1ccccc1 (stereo unspecified) | 40% | ? | 1% | 4% | -1% | -3% | 10% | 6% | -1 | 2% | 2%
Cc1ccc(S(=O)(=O)N(C)CC(=O)OCC(=O)N2CC(=O)Nc3ccccc32)cc1 | 7% | 4% | 4% | 3% | 0% | 0% | -4% | -4% | 8 | 1% | -7%
CC1=C(C#N)C(Nc2ccc(Cl)cn2)(C(F)(F)F)C(=O)N1 (stereo unspecified) | 1% | 2% | -4% | 0% | 3% | 5% | ? | 7% | -10 | 0% | 0%
Cc1ccc(/C=N/n2c(C3CCCCC3)n[nH]c2=S)cc1 | 2.5µM* | 2% | 7.1µM* | 1% | -4% | 0% | -17% | 0% | 9 | . | -14%
CNc1nc2c(N)ncnc2n1[C@H]1O[C@@H](CO)[C@H](O)[C@@H]1O | ? | -1% | -2% | 0% | 13% | 2% | ? | -5% | 1 | . | -5%
Cc1c(C(=O)Nc2ccc(Br)cc2)cnn1C | 40% | -2% | -6% | 3% | ? | 13µM* | ? | -13% | 5 | -17% | ?
COCCNc1nc(SCc2ccccc2)nc2sc3c(c12)CCC3 | ? | 0% | 4% | 1% | 0% | 2% | -24% | -5% | -3 | 1% | 1%
Cc1cccc2c1OCC/C2=N\NC(=O)COc1ccccc1Cl | 2% | . | -6% | -4% | 2.2µM* | 3.8µM* | ? | -5% | 18 | 0% | 3.2µM*
CCCCNC(=O)CCCCCn1c(=O)[nH]c2cc(C(=O)OC)ccc2c1=O | -24% | -17% | -2% | 22% | 8% | -3% | -6% | . | -8 | -1% | 1%
COc1ccc(CCNC(=O)CCC2COc3ccccc3O2)cc1OC (stereo unspecified) | 21% | -10% | -2% | 3% | 2% | -1% | 0% | -13% | -3 | 9% | -11%
CCOC(=O)C1=C(CS(=O)(=O)c2ccccc2)NC(=O)NC1c1ccc(OC)c(OC)c1 (stereo unspecified) | 1% | . | 2% | 3% | -3% | -1% | -2% | . | 11 | -5% | 0%
COc1ccc(CN2C(=O)c3cccnc3C2=O)cc1S(=O)(=O)NC1CCCCC1 | 8% | . | 0% | 0% | 3% | 0% | 6% | ? | -7 | . | -2%

Going on with the list.
SMILES | RORgamma inh | Menin MLL FP TR | VP16 counter | Mito fusion act | NPC1 prom act | FLuc counter | ELG1 repair inh | MBNL1 CUG block | KCNH2 3.1 inh | PKM2 act | Rab9 prom act
O=C(c1ccc([N+](=O)[O-])cc1[N+](=O)[O-])N1CCN(C(=O)C2CCCO2)CC1 (stereo unspecified) | . | . | . | 0% | 5% | -1% | 9% | . | -15 | . | 2%
CNC(=S)N1CCN(CCNC2=CC(=O)CC(C)(C)C2)CC1 | 5% | 5% | 2% | 0% | -1% | -1% | 12% | -3% | 11 | -5% | -7%
CN(C(=O)CC(NC(=O)c1ccccc1Cl)c1ccccc1)c1ccccc1 (stereo unspecified) | 2% | . | 10% | -12% | -6% | -1% | -5% | 3% | -5 | -8% | -6%
CC(C)(C)C(=O)CSc1nnc(-c2cccs2)n1CC1CCCO1 (stereo unspecified) | 14% | -6% | 15% | 0% | 3% | 0% | 2% | -2% | -14 | -2% | 11%
COc1ccccc1OC(=O)CN1C(=O)c2ccccc2C1=O | 15% | 4% | 8% | -2% | 0% | -13% | 15% | ? | -10 | -5% | -2%
CCN1CCN(c2nc(-c3cccnc3)nc3ccccc23)CC1 | -10% | -9% | 3% | -11% | -5% | 0% | -5% | -5% | -10 | 0% | -10%[1.84 µM]
Cc1ccc(-n2nnc3c(=O)n(Cc4cccc(C)c4)cnc32)cc1 | -10% | 0% | 1% | 6% | 0% | -1% | -8% | ? | -17 | -9% | 0%
CCC(C)(C)NC(=O)C(c1cccn1C)N(Cc1ccccc1)C(=O)Cn1nnc2ccccc21 (stereo unspecified) | 9% | 4% | -3% | 25% | 9% | 1% | 11% | -1% | 1 | -7% | -3%
O=S1(=O)N=C(SCCO)c2ccccc21 | -4% | -4% | 0% | -3% | 1% | 6% | 6% | 8% | -10 | -1% | -6%
CC(=O)n1c2c(c3ccccc31)OC(N)=C(C#N)C2c1cccc(Cl)c1Cl (stereo unspecified) | 22% | ? | -6% | 1% | -4% | 9% | -8% | -2% | 1 | 2% | 0%
Cc1ccc(CCC(=O)Nc2ccc(C)c(C)c2)o1 | 13% | . | -2% | 3% | 7% | ? | 2% | -1% | 1 | . | -1%

Single entries from the entries so far.
Value of `CC(=O)n1c2c(c3ccccc31)OC(N)=C(C#N)C2c1cccc(Cl)c1Cl` (stereo unspecified) in KCNH2 3.1 inh: 1
Value of `CC(C)(C)C(=O)CSc1nnc(-c2cccs2)n1CC1CCCO1` (stereo unspecified) in VP16 counter: 15%
Value of `CC(=O)OCCCN1C(=O)c2cccc3cc(Br)cc(c23)C1=O` in Rab9 prom act: -1%
Value of `CC1CC(=O)N(CC(=O)NCc2ccccc2)c2ccccc2S1(=O)=O` (stereo unspecified) in MBNL1 CUG block: -3%
